IkB signaling = IkB Signaling. ABC-DLBCL IkBa-CBG/CBR dual luciferase ratio, 4 h; response scale: scaled: untreated 0%, proteasome inhibitor 100%. Potency, µM (titrated, usually from 57.1 µM), without a hit: top-dose IkBa stabilization activation. actives 0.04% (n = 110,000). AID 445, 2006; active means well fitted curve in the direction sought with a large enough effect in the signal ratio, not every such curve was filed as active; inconclusive means small, poorly fitted or top-dose-only effect, or a change in a side signal; the % refers to the signal ratio;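 further: the direction sought is a rising ratio; 0% = basal untreated cells and 100% = reference inhibitor full response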
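In this assay, an IκBα–CBG68 fusion accumulates when IKK-driven degradation is blocked; native CBR normalizes for cell number. OCI-Ly3 cells were treated 4 h with compound and doxycycline, then green and red light read after Chroma-Glo addition.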
Peg3 imprint = qHTS Assay for Compounds that Induce Erasure of Genomic Imprints. actives 0.02% (n = 110,000). AID 1948, 2009. Potency, µM (titrated, usually from 60.7 µM), inactives show top-dose activity change, positive = activation, usual class: activators. mouse ES Peg3-LacZ reporter, beta-gal luminescence, 40 h;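 further: 0% = negative control wells on the plate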
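Imprint erasure is scored as LacZ activity from the silenced maternal Peg3 allele in feeder-free female ES cells cultured 40 h with LIF. Luminescence is normalized to in-plate negative controls and fitted to the Hill equation.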
p53ts 39C kill = qHTS Screen for Compounds that Selectively Target Cancer Cells with p53 Mutations: Cytotoxicity of p53ts Cells at the Nonpermissive Temperature; H1299-p53A138V viability at 39C, ATP luminescence, 24 h; AID 902, 2007; actives 1.5% (n = 130,000); Potency, µM (top dose mostly 46.1 µM), inactives show top-dose activity change, negative = cell killing, hits mostly cytotoxic; further: nearly all actives have a fitted effect of over 55% in size
p53ts 32C kill = qHTS Screen for Compounds that Selectively Target Cancer Cells with p53 Mutations: Cytotoxicity of p53ts Cells at the Permissive Temperature | H1299-p53A138V at 32C, ATP luminescence viability, 24 h | Potency, µM (doses to about 46.1 µM), for inactives: top-dose activity change, negative = cytotoxicity, usual class: cytotoxic | actives 0.93% (n = 130,000) | AID 924, 2007;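 further: 0% = DMSO and -100% = full killing by reference compound; nearly all actives have a fitted effect of over 55% in size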
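H1299-p53 A138V cells (temperature-sensitive p53) exposed 24 h to up to 46 uM compound at 32C, where p53 is wild-type in conformation. Viability read as ATP luminescence and normalised to DMSO and 100 uM tamoxifen. AC50 fitted with the Hill equation.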
Starred values were filed as active, the others as inactive; ? = inconclusive; nt = not tested or not shown; & = joins results of further samples; [ ] = another dose, or the depositor's remark. Unless noted, the call rests on the fitted dose curve; in most records, active means well fitted curve in the direction sought with a large enough effect; inconclusive means small, poorly fitted or top-dose-only effect, or another doubt; inactive means no such curve, though single readings can be large; an effect the other way counts as inactive or inconclusive. Unless noted, on the % scale 0 is the no-effect control and ±100 the full control effect; potency means the concentration at half of the fitted maximal effect.

SMILES	IkB signaling	Peg3 imprint	p53ts 39C kill	p53ts 32C kill
COc1ccc(-c2nc3ccccc3n3c(-c4ccc(OC)cc4)c4c(=O)n(C)c(=O)n(C)c4c23)cc1	-1.5%	-6%[10.9 µM]	15%	8%
N#Cc1ccccc1CSc1nnc(-c2ccccc2)o1	-2.1%	-11%[10.9 µM]	-7%	-9%
Cc1ccc(NC(=O)Cn2cc3c(n2)CCCC3)cc1Cl	-1.5%	-8%[10.9 µM]	-1%	-9%
Cc1cc(NC(=O)CSc2nc3c(c(=O)n2Cc2ccccc2)SC(C)C3)no1 (stereo unspecified)	0.0%	-13%	4%	-14%
COc1ccccc1NC(=O)Cn1c(=O)c(CNc2ccc(C)cc2)cc2cc3c(cc21)OCCO3	3.4%	22%[10.9 µM]	-16%	8%
CCOc1ccc(C(=O)Nc2c(C(=O)c3ccccc3)oc3ccccc23)cc1	0.1%	-13%[10.9 µM]	20%	-6%
CC1CN(S(=O)(=O)c2ccc(-c3nc4ccccc4s3)cc2)CC(C)O1 (stereo unspecified)	0.2%	2%	-2%	-2%
Cc1ccc(S(=O)(=O)N[C@H]2COC(=O)[C@@H](Cc3ccccc3)NC(=O)[C@@H](C)COC(=O)C/C=C\[C@@H]2C)cc1	nt	nt	-17%&5%[9.22 µM]	10%&3%[9.22 µM]
C=CCOc1ccccc1CN1CCSCC1	1.9%	-9%	3%	3%
N/C(=N/O)c1nc(N2CCCC2)nc(N(c2ccccc2)c2ccccc2)n1	?	-6%	6%	41%[activator]
On1c2c(c3c4nonc4ccc31)CCCC2	nt	nt	13%	-5%
COc1ccc(NC(=O)NCc2cccn2C)c(OC)c1	?	-26%	-19%	-2%
O=C(Nn1c(-c2ccccc2)nc2ccccc2c1=O)C1CCC1	-1.0%	-2%	1%	-1%
COc1ccc(CCNC(=O)C2CC(=O)N(c3ccc(F)cc3)C2)cc1OC (stereo unspecified)	2.0%	-11%	3%	-1%
C=C1CC[C@@H]2O[C@@]2(C)CC[C@H]2[C@H]1CC2(C)C	nt	-4%	-15%	-3%
CCOC(=O)c1ccccc1NC(=O)c1c(-c2ccccc2)noc1C	1.3%	-17%[10.9 µM]	12%	-9%
O=C(C1CCCCC1)N(Cc1cccnc1)c1nc2c(F)cccc2s1	1.8%	-14%[10.9 µM]	17%	8%
CCOC(=O)CNC(=O)N1[C@H](c2cccs2)[C@@H](C)C(=O)[C@@H](C)[C@@H]1c1cccs1	-2.2%	-6%[10.9 µM]	5%	1%
CCOC(=O)c1cccc(Nc2ncnc3ccccc23)c1	nt	nt	19%	8%
O=C(CCc1nc(CN2CCN(S(=O)(=O)c3ccc(F)cc3)CC2)no1)N1CCCCC1	2.1%	-2%[10.9 µM]	19%	3%
O=C(CCN1CCN(c2ccccc2)CC1)Nc1ccccc1F	0.3%	-35%[inhibitor]	13%	4%
COCCCNC(=O)c1cnc2c(-c3ccc(F)cc3)c(C)nn2c1C	-0.6%	-8%[10.9 µM]	-8%	-9%
O=C(N1CCN(Cc2ccc3c(c2)OCO3)CC1)C12CC3CC(CC(C3)C1)C2	?	-17%	-9%	-4%
Brc1ccc(C2=Nn3c(nnc3-c3n[nH]c4c3CCC4)SC2)cc1	3.4%	-19%	-15%	-4%
CC(=O)c1cccc(NC(=O)c2ccc(S(=O)(=O)N3CCCCC3)cc2)c1	6.7%	-28%	1%	4%
CC(C)(C)c1cn(-c2ccccc2)c(=S)[nH]1	?	13%	-5%	7%
O=C(NCCN1CCN(c2cccc(Cl)c2)CC1)C1CCCN(S(=O)(=O)c2cnc[nH]2)C1 (stereo unspecified)	4.6%	-7%	-1%	5%
COCCn1c(-c2ccccc2)nc(=S)c2c1CC(C)(C)OC2	4.2%	21%	-4%	2%
CCOc1ccc(OCC(=O)c2c(O)c3ccccc3oc2=O)cc1	?	-4%	-18%	-8%
CC(C)N1C(=O)CCC1C(=O)N1CCCc2ccccc21 (stereo unspecified)	1.9%	-5%	9%	-1%
Cc1cccn2cc(CNC(=O)C3CCCCC3)nc12	-1.6%	-4%	6%	-8%
CCCC(=O)Nc1cc(Cl)ccc1N1CCN(C(=O)CC)CC1	-5.5%	7%	7%	8%
CC(Oc1ccc2oc(-c3ccccc3)c(C(=O)O)c2c1)C(=O)O (stereo unspecified)	-2.6%	-6%	11%	16%
O=C(CCSCc1ccc(Cl)cc1)N1CCN(c2ccccc2F)CC1	?	21%[10.9 µM]	-23%	-14%
COc1ccc(-c2noc(-c3cc(C)cc(C)c3)n2)cc1OC	-4.5%	-10%	-8%	-4%
O=C(COC(=O)c1ccccn1)c1ccc(Br)cc1	0.7%	-3%	6%	9%
CCc1ccc2occ(CC(=O)Nc3c(C(=O)c4ccc(F)cc4)oc4ccccc34)c2c1	-0.4%	-30%[10.9 µM]	-14%	1%
COc1ccccc1NC(=O)CSc1nnc(N)s1	1.5%	-10%[10.9 µM]	-18%	-10%
CC(C)(C)NC(=O)CSc1nnnn1C(C)(C)C	1.5%	7%	11%	-2%
CCc1ccccc1NC(=O)Cn1ccn(Cc2ccccc2)c(=O)c1=O	-0.4%	-13%[10.9 µM]	-17%	3%
Cc1ccc(NC(=O)Cn2c(=O)n(Cc3ccco3)c(=O)c3sc4ccccc4c32)cc1C	7.0%	9%[10.9 µM]	?	-5%
Cc1noc(C)c1C(=O)N1CCC2(CC1)CCN(c1cccc(-c3ccccc3)c1)CC2	7.0%[11.4 µM]	nt	-7%	10%
O=C(Oc1ccc(-c2nnco2)cc1)N1CCOCC1	0.9%	-2%	-6%	8%
Cc1cccc(CNc2nc(-c3ccc(C(=O)N(C)C)cc3)nc3ccccc23)c1	0.6%[11.4 µM]	nt	11%	-4%
CCOc1ccc(C2C(C(=O)OC)=CN(CCOC)C=C2C(=O)OC)cc1	nt	nt	3%	12%
CCCCN(CCCNC(=O)C1CCCN(S(=O)(=O)CC)C1)Cc1ccccc1 (stereo unspecified)	1.1%	-14%	-9%	-11%
Cc1cc(Nc2cccc(F)c2)n2nc(-c3ccco3)nc2n1	?	4%[10.9 µM]	-11%	8%
Cc1oc(-c2cccc(Cl)c2)nc1CN1CCC(C(=O)N2CCN(c3ccccn3)CC2)CC1	-0.4%	-14%	-10%	-1%

Of the compounds above, eight have fluorine:
SMILES	IkB signaling	Peg3 imprint	p53ts 39C kill	p53ts 32C kill
COc1ccc(CCNC(=O)C2CC(=O)N(c3ccc(F)cc3)C2)cc1OC (stereo unspecified)	2.0%	-11%	3%	-1%
O=C(C1CCCCC1)N(Cc1cccnc1)c1nc2c(F)cccc2s1	1.8%	-14%[10.9 µM]	17%	8%
O=C(CCc1nc(CN2CCN(S(=O)(=O)c3ccc(F)cc3)CC2)no1)N1CCCCC1	2.1%	-2%[10.9 µM]	19%	3%
O=C(CCN1CCN(c2ccccc2)CC1)Nc1ccccc1F	0.3%	-35%[inhibitor]	13%	4%
COCCCNC(=O)c1cnc2c(-c3ccc(F)cc3)c(C)nn2c1C	-0.6%	-8%[10.9 µM]	-8%	-9%
O=C(CCSCc1ccc(Cl)cc1)N1CCN(c2ccccc2F)CC1	?	21%[10.9 µM]	-23%	-14%
CCc1ccc2occ(CC(=O)Nc3c(C(=O)c4ccc(F)cc4)oc4ccccc34)c2c1	-0.4%	-30%[10.9 µM]	-14%	1%
Cc1cc(Nc2cccc(F)c2)n2nc(-c3ccco3)nc2n1	?	4%[10.9 µM]	-11%	8%

Of the compounds above, 2 have bromine:
SMILES	IkB signaling	Peg3 imprint	p53ts 39C kill	p53ts 32C kill
Brc1ccc(C2=Nn3c(nnc3-c3n[nH]c4c3CCC4)SC2)cc1	3.4%	-19%	-15%	-4%
O=C(COC(=O)c1ccccn1)c1ccc(Br)cc1	0.7%	-3%	6%	9%

New compounds follow.
SMILES	IkB signaling	Peg3 imprint	p53ts 39C kill	p53ts 32C kill
CCCCCn1c(=O)c(C(=O)OCC)c(O)c2ccccc21	2.8%	2%	8%	6%
Cc1cc(C)cc(OC(=O)c2snnc2C)c1	-2.3%	-11%[10.9 µM]	17%	2%
O=C(CSc1nnc(SCc2cccc3ccccc23)s1)N/N=C/c1c[nH]c2ccccc12	nt	nt	?	-16%
Cc1ccc(NC(=O)Nc2cn(CC(C)C)c(=O)c3ccccc23)cc1N(C)C	?	-5%[10.9 µM]	-8%	-6%
COc1ccc(Cl)cc1N1CCN(CCNC(=O)Nc2ccccc2C)CC1	?	-21%	-5%	-6%
COc1nc(N(C#N)CC(N)=O)nc(N2CCCC2)n1	-0.6%	-3%	-3%	15%
CCOC(=O)c1[nH]c(C)c(C(=O)Nc2ccc(C)c(C)c2)c1C	2.3%	-19%	-15%	-8%
CC(C)CN1CCc2nc(N3CCN(c4ncccn4)CC3)ncc2C1	-1.2%	-1%[10.9 µM]	-18%	-5%
Cc1cc(C)c2c(CC(=O)NCc3ccco3)coc2c1	1.8%	-14%	2%	10%
Cc1oc2cc(O)cc(O)c2c(=O)c1-c1ccc2c(c1)OCCCO2	-5.0%	-17%	0%	-7%
COc1ccc(CCC(=O)NCc2nc3cccnc3n2Cc2cccc(OC)c2)cc1	-0.7%	16%[10.9 µM]	-17%	5%
FC(F)(F)c1ccc(C2[C@H]3CN(CC4CCCCC4)[C@H](c4ccccc4)C34CC2(c2cccnc2)C4)cc1 (stereo partly specified)	nt	-13%	-4%	3%
O=C(c1ccccc1)c1cncc(Br)c1	1.6%	6%	5%	1%
CCOc1ccc(C(=O)NCc2cccs2)cc1	7.2%	-28%	-6%	-20%
CCCN1C(=O)C2(c3ccccc31)c1c(oc3cc(C)c(C)cc3c1=O)C(=O)N2CCCOC (stereo unspecified)	-1.1%	-14%[10.9 µM]	10%	2%
COc1cccc(C(=O)NCCSc2c(-c3ccc(F)cc3)[nH]c3ccccc23)c1OC	?	-15%[10.9 µM]	9%	11%
O=C(CSc1ncc2c(n1)-c1ccccc1N(Cc1ccc(F)cc1)S2(=O)=O)c1ccc(Cl)cc1	?	-8%[10.9 µM]	1%	1%
CCOC(=O)c1cccc(NC(=O)CCc2c(C)nc3ncnn3c2C)c1	2.1%	0%	9%	-7%
Cc1ccc2ncc(C(=O)NCCc3ccc(S(N)(=O)=O)cc3)c(=O)n2c1	0.4%	-7%[10.9 µM]	7%	7%
CCOC(=O)C(C)NC(=O)C(NC(=O)C1CCC(CC)CC1)C(C)C (stereo unspecified)	-0.9%	1%	-10%	-14%
Cc1nc2c(nnn2Cc2ccccc2)c(=O)n1-c1ccccc1	-1.6%	-5%	5%	-16%
Nc1nnc(SCc2coc(-c3ccc(Cl)cc3)n2)s1	0.9%	-22%	-9%	-19%
CCOCCCn1cnc2c(c1=O)c1nc3ccccc3nc1n2-c1ccccc1	2.1%	0%	10%	11%
CO[C@H]1COC(=O)[C@H]2CCCN2C(=O)[C@@H](C)COC(=O)C/C=C\[C@@H]1C	nt	nt	11%[9.22 µM]	-6%[9.22 µM]
CCCC1=Nc2cc(C(=O)NCCc3ccc(OC)cc3OC)ccc2Sc2ccccc21	0.1%	-17%[10.9 µM]	-8%	7%
CC(=O)c1ccc(OCC(O)CN2CCCC(C)C2)cc1 (stereo unspecified)	0.6%	-13%	-1%	-13%
Cc1cc(C)c2c(CN3CCN(CCO)CC3)cc(=O)oc2c1	-1.3%	-8%	-3%	-20%
Cc1nc2sc3c(NCc4ccco4)ncnc3c2c2c1COC(C)(C)C2	nt	nt	27%	15%
C=CCC(Nc1ccccc1)C12C=CC(O1)C(C(=O)OC)=C2C(=O)OC (stereo unspecified)	nt	nt	16%	8%
COC(=O)c1c(NC(=O)Cc2coc3ccc(C(C)C)cc23)sc2c1CCC2	?	-13%[10.9 µM]	-20%	?
CC(C)c1ccc(NC(=O)CN2C(=O)COc3ccc(S(=O)(=O)Nc4ccccc4)cc32)cc1	-2.0%	8%[10.9 µM]	4%	11%
CC(C)OCCCNC(=O)c1ccncc1	-3.2%	-10%	10%	-1%
COC(=O)C(CCSC)NC(=O)c1cc2c(n(-c3ccccc3)c1=O)CC(C)(C)CC2=O (stereo unspecified)	1.3%	-5%[10.9 µM]	15%	8%
CCn1c(=O)c2sccc2n2c(CCCC(=O)N3CCN(c4ccccc4OC)CC3)nnc12	-2.9%	-11%[10.9 µM]	-10%	9%
